# LmPK inhibitor – blocks Leishmania mexicana pyruvate kinase activity; Q27686; purified LmPK, Kinase-Glo ATP luminescence, 1 h; Potency, µM (titrated, usually from 57.5 µM), for inactives: top-dose activity change, negative = inhibition, actives largely listed as inhibitors; 290,000 tested, 0.37% active; AID 1721; also: potency is read from the fitted curve at half-maximal effect; % is scaled to controls: 0 for no effect and ±100 for the full control effect
# Target sequence (Q27686 whole entry, looked up): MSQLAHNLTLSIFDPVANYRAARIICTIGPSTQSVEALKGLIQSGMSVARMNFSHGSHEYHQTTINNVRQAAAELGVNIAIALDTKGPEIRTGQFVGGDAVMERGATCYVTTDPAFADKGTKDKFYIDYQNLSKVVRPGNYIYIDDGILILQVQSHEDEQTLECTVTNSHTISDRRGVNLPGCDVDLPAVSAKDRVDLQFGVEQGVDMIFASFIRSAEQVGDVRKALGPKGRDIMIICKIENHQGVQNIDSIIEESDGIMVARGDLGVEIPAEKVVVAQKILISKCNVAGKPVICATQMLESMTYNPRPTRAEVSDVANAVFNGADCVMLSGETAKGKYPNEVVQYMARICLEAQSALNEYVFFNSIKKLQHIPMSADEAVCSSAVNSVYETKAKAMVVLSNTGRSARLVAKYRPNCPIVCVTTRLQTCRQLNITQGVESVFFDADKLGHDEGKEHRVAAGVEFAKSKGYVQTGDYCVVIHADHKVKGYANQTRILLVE
#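 Pyruvate kinase activity monitored as ATP production (luciferase luminescence). Conditions: 0.1 nM enzyme, 0.5 mM PEP, 0.1 mM ADP, 1 h, RT; normalized against uninhibited and no-enzyme wells.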
# Pf growth 96h – P. falciparum growth inhibition at 96 hours; P. falciparum luciferase reporter growth, 96 h; AID 504834; Potency, µM (doses to about 28.7 µM), for the others: at the highest dose activity change, negative = inhibition, actives largely listed as inhibitors; 320,000 tested, 6.9% active; also: potency is read from the fitted curve at half-maximal effect; % is scaled to controls: 0 for no effect and ±100 for the full control effect
#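 Delayed-death screen, second-generation endpoint: infected erythrocytes, 2% hematocrit, 0.05% parasitemia final; 96 hours at 37 C, 5% CO2; luciferase detection reagent; luminescence decrease equals reduced growth.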
# Shiga inhibitor – blocks Shiga toxin action in Vero cells; Vero cells, Shiga toxin protein synthesis inhibition reporter; inhibition, % at 38.7 µM; 290,000 tested, 9.2% active; in the data active = inhibition mostly above about 28%, no sharp cut-off; inactive = mostly below about 43%; also: 0% is about no effect
# Cycloheximide cs – affects cycloheximide protein synthesis inhibition readout, counter-screen | cell reporter, cycloheximide protein synthesis inhibition counterscreen | max response, % | 300,000 tested, 12% active; in the data active = max response mostly above about 13%, no sharp cut-off; inactive = mostly below about 14%; also: read at 38.3 µM for the half of the compounds with a filed dose; 0% is about no effect
# AmpC no deterg – AmpC beta-lactamase inhibition without detergent. P00811. AmpC nitrocefin hydrolysis, absorbance 480 nm, 0.0001% Triton. Potency, µM (titrated, usually from 57.1 µM), without a hit: at the highest dose activity change, negative = inhibition, most hits filed as inhibitors. 330,000 tested, 0.52% active. AID 485341;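 also: potency is read from the fitted curve at half-maximal effect; plate controls were no compound for no effect and no enzyme for full effect; nearly all actives have a fitted effect of over 20% in size; some results filed as inactive show a strong effect at the top dose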
# Target sequence (P00811 whole entry, looked up): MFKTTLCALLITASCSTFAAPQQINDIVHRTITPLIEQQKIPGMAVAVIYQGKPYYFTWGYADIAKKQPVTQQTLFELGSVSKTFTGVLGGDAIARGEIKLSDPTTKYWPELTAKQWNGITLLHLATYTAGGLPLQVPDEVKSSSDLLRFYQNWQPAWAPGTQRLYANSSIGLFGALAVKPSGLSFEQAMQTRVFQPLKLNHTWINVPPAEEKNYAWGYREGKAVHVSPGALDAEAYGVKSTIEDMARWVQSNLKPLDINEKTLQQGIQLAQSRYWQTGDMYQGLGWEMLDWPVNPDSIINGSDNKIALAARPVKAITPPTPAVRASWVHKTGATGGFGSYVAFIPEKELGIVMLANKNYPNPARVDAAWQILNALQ
#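 20 mM phosphate pH 7.0 + 0.01% (detergent screen) or 0.0001% Triton X-100; 5.3 nM AmpC reagent; cpd preinc 15 min RT; nitrocefin (800 uM stock) to start; A480 q20 s × 4 min; Activity was normalised to no-enzyme and no-compound control wells.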
# Pf growth 48h – P. falciparum growth inhibition at 48 hours (one generation); 310,000 tested, 5.9% active; P. falciparum luciferase growth in erythrocytes, 48 h; Potency, µM (highest dose often 28.7 µM), for the others: at the highest dose activity change, negative = inhibition, actives largely listed as inhibitors; AID 504832; also: potency is read from the fitted curve at half-maximal effect; % is scaled to controls: 0 for no effect and ±100 for the full control effect
#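 Luciferase-expressing P. falciparum in infected erythrocytes (2% hematocrit, 0.1% parasitemia final) in RPMI 1640/0.5% Albumax were exposed to compound for 48 hours at 37 C, 5% CO2; growth read as luminescence.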
# TbPYK inhibitor – inhibitors of Trypanosoma brucei pyruvate kinase; Potency, µM (doses to about 76.8 µM), for inactives: top-dose activity, negative = inhibition, actives largely listed as inhibitors; TbPYK enzyme, Kinase-Glo Plus ATP luminescence, 45 min; 410,000 tested, 0.12% active; Q57TT1; also: potency is read from the fitted curve at half-maximal effect; % is scaled to controls: 0 for no effect and ±100 for the full control effect; nearly all actives have a fitted effect of over 50% in size
#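 Assay buffer: 50 mM TEA pH 7.2, 100 mM KCl, 10 mM MgCl2, 0.05% BSA, 0.01% Tween-20. Pyruvate kinase from T. brucei plus substrate met compound, then ADP (130 uM final). Luminescence was read post 45 min RT.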
# Numbers without * were called inactive; ? = inconclusive; nt = no result given; & = joins results of further samples; [ ] = another dose, or the depositor's remark. Unless noted, calls follow the shape of the dose curve; as a rule, active = well fitted curve in the direction sought with a large enough effect; inconclusive = small, poorly fitted or top-dose-only effect, or another doubt; inactive = no such curve, though single readings can be large; an effect the other way counts as inactive or inconclusive. Compounds were not picked by outcome. Share with any hit: about 22%.
SMILES,LmPK inhibitor,Pf growth 96h,Shiga inhibitor,Cycloheximide cs,AmpC no deterg,Pf growth 48h,TbPYK inhibitor
COC(=O)c1ccccc1N1C(=O)C2C(C1=O)[C@H]1C=C[C@@H]2C1 (stereo partly drawn),1.3%,nt,-3.0,8.9,-12.4%,10.4%,-2.0%
CCCCOc1cccc(C(=O)Nc2ccc(S(=O)(=O)Nc3cc(C)on3)cc2)c1,2.3%,31.8%[activator],-0.5,-4.2,-35.7%,9.6%,3.7%
O=C(CN1CCN(c2ccc(F)cc2)CC1)Nc1ccccc1,-4.4%,-8.7%,-7.0,-2.0,12.0%,-24.5%,1.6%
CCc1n[nH]c(=S)n1/N=C/c1ccc(N(CC)CC)cc1,-1.5%,?,8.0,18.1,-39.0%,?,?
CCc1ccc(C(=O)C(C)OC(=O)c2cccc(S(=O)(=O)N3CCOCC3)c2)cc1 (stereo not drawn),nt,6.2%,nt,nt,78.1%[activator],?,3.1%
COCCn1c(=O)[nH]c2cc(C(=O)N3CCN(c4cc(C)ccc4C)CC3)ccc2c1=O,1.4%,-10.9%,-7.2,-5.8,104.9%[activator],?,-4.3%
O=C(Nc1cccc2ccccc12)NC1CCCc2ccccc21 (stereo not drawn),4.3%,nt,-16.5,3.1,-10.0%,-19.6%,-6.0%
CCN(C(=O)CSc1cc(C)c2cccc(C)c2n1)C1CCS(=O)(=O)C1 (stereo not drawn),9.3%,-25.3%,-8.1,-2.6,-23.5%,0.0%,4.6%
O=C(Nc1ccc(N2CCN(C(=O)c3ccccc3)CC2)cc1)c1ccc2c(c1)OCCO2,-7.3%,?,61.7*,55.3*,6.4%,?,-6.7%
CC(C)(C)NC(=O)C(=O)NCc1ccncc1,-3.0%,3.29µM*,-8.0,-2.7,-14.4%,-6.0%,-7.8%
O=C(Nc1ccc(OCC(F)(F)C(F)F)c(C(F)(F)F)c1)c1ccccc1O,6.3%,3.7µM*,52.1*,20.7*,-35.1%,2.08µM*,1.1%
CN(C(=O)COC(=O)c1cc(S(=O)(=O)N2CCOCC2)ccc1Cl)C1CCS(=O)(=O)C1 (stereo not drawn),nt,30.3%[activator],nt,nt,-12.8%,-7.1%,-1.1%
CCc1nnc(NC(=O)CSc2nnc(COc3ccc(C)cc3)n2-c2ccccc2)s1,7.1%,?,16.6,-2.4,23.3%,4.6%,0.4%
O=c1[nH]c(C2CCCN(S(=O)(=O)c3cccc(F)c3)C2)nc2c1nnn2Cc1ccccc1 (stereo not drawn),4.7%,?,-16.9,-2.5,-7.9%,7.38µM*,-5.7%
c1ccc(N/N=C(\Cc2ncc[nH]2)c2ccccc2)cc1,3.2%,9.28µM*,28.6,7.7,-11.6%,?,-2.9%

# The closing three entries of the section before are carried over, then new ones follow.
SMILES,LmPK inhibitor,Pf growth 96h,Shiga inhibitor,Cycloheximide cs,AmpC no deterg,Pf growth 48h,TbPYK inhibitor
CCc1nnc(NC(=O)CSc2nnc(COc3ccc(C)cc3)n2-c2ccccc2)s1,7.1%,?,16.6,-2.4,23.3%,4.6%,0.4%
O=c1[nH]c(C2CCCN(S(=O)(=O)c3cccc(F)c3)C2)nc2c1nnn2Cc1ccccc1 (stereo not drawn),4.7%,?,-16.9,-2.5,-7.9%,7.38µM*,-5.7%
c1ccc(N/N=C(\Cc2ncc[nH]2)c2ccccc2)cc1,3.2%,9.28µM*,28.6,7.7,-11.6%,?,-2.9%
Cc1cc(Cl)ccc1NC(=S)NCc1ccc(S(N)(=O)=O)cc1,5.3%,?,-21.1,3.5,-35.0%,67.3%[activator],-5.8%
c1ccc(Cn2c(NCc3ccncc3)nc3ccccc32)cc1,-0.4%,383.7%[activator],51.6*,26.1*,-26.2%,58.5%[activator],3.0%
O=C(N[C@@H](c1ccccc1)[C@H](O)c1ccccc1)[C@@H]1CCCN1C(=O)OCc1ccccc1,nt,nt,-4.1,5.5,nt,nt,-0.1%
CSc1ccc(/C=N/NC(=O)c2cccc(Cl)c2)cc1,?,54.4%[activator],4.9*,96.6*,-24.5%,110.4%[activator],-3.2%
CCOc1ccc(-c2cc(C(=O)N/N=C(\C)c3cccnc3)c3ccccc3n2)cc1,-7.0%,15.3%,-19.4,-3.1,-27.4%,4.1%,-3.0%
COC(CN(C)C(=O)c1cn(C)c2ccc(S(=O)(=O)N(C)C3CCCCC3)cc2c1=O)OC,6.0%,-10.6%,-3.4,-0.6,32.0%,-4.8%,8.3%
CCC(C)Sc1nc2c(cnn2-c2ccc(F)cc2)c(=O)[nH]1 (stereo not drawn),-0.6%,6.7%,-5.6,3.9,-18.3%,18.2%,5.7%
CC(C)C(=O)NC(=S)N1CCc2ccccc21,3.2%,-15.2%,8.9,-1.7,-19.5%,10.4%,-12.4%
CCN(Cc1ccccc1)C(=O)C1CCN(C/C(C)=C/c2ccccc2)CC1,-3.0%,25.1%,-12.4,-0.6,25.1%,5.0%,9.4%
O=C(Nc1ccc(C(=O)N2CCCCC2)cc1)C1=CSCCO1,?,?,83.6*,28.3*,-4.0%,60.9%[activator],-24.0%
Cc1nnc(NC(=O)C2CCCN(S(=O)(=O)c3ccccc3C(F)(F)F)C2)s1 (stereo not drawn),1.9%,nt,24.9,0.3,2.3%,-9.0%,0.9%
Cc1cc(C(=O)CSc2nc3ccccc3o2)c(C)n1CC1CCCO1 (stereo not drawn),2.1%,132.9%[activator],78.0*,66.7*,-1.0%,nt,4.1%
CC1CCC(NC(=O)COC(=O)c2n[nH]c(=O)c3ccccc23)CC1 (stereo not drawn),nt,14.5%,nt,nt,-14.8%,11.1%,0.9%
Cc1cc(C)n(-c2nc3ccccc3c(=O)n2OCC(=O)N(C)C)n1,-0.6%,1.7%,6.0,4.7,13.1%,?,1.6%
Cc1nnc(C)c2c(C)n(-c3ccc(Br)cc3)c(C)c12,5.9%,31.3%[activator],0.0,-1.2,-19.4%,36.2%[activator],nt
Cc1ccc(C)c(OCc2cc(C(=O)N3CCc4sccc4C3)no2)c1,-7.2%,-22.5%,-27.0,-2.4,-18.0%,7.3%,1.2%
Cc1nn(CC(=O)Nc2ccc(Cl)cn2)c(C)c1Br,-0.2%,39.2%[activator],14.4,8.1,-21.4%,12.7%,-0.1%
Oc1ccc(Cl)cc1,nt,-16.3%,nt,nt,-3.4%,-1.4%,-4.0%&5.0%
CCCCn1c(SCC(=O)NC2CCCC2)nc2ccccc2c1=O,nt,?,nt,nt,-18.8%,?,-2.3%
COCCNC(=O)C(c1ccccc1)N(Cc1cccs1)C(=O)Cn1nnc2ccccc21 (stereo not drawn),3.7%,29.2%,-12.1,-4.2,27.9%,-15.9%,-5.6%
COC(=O)C1C(OC(=O)c2ccccc2)CC2CCC1N2C (stereo not drawn),0.9%,-6.8%&66.1%,-8.2&-14.3,-3.6&9.2,1.3%&-24.9%,-6.8%&19.1%,-11.3%
O=C(Nc1ccccc1N1CCCC1)c1cc(Cl)ccc1Cl,2.6%,0.0%,-3.6,-1.6,-22.4%,?,-2.6%
CCC(=O)N1CCc2cc(S(=O)(=O)CCC(=O)N3CCN(c4ccc(Cl)cc4)CC3)ccc21,6.4%,21.5%,6.7,-1.8,186.2%[activator],?,2.7%&-1.1%
CCCCCCNc1nc(Cl)nc(NC(C)(C)CO)n1,7.2%,9.4%,24.4,10.7,-8.4%,?,2.3%
Cn1nc(C(=O)Nc2sc3c(c2C#N)CCCC3)ccc1=O,-2.1%[11.5 µM],100.1%[activator],67.0,27.3*,-19.5%,143.0%[activator],-5.5%
CCOC(=O)c1cccc(NC(=O)CSc2nnc(-c3cccnc3)n2C)c1,-0.8%,-28.2%,-4.8,-4.5,-5.2%,-9.7%,3.2%
OCc1cn(-c2ccccc2)nc1-c1ccc(Br)cc1,-5.0%,?,33.3*,31.9*,-27.3%,83.3%[activator],0.4%
Cc1ccccc1C(=O)Nc1ccnn1C1CCN(Cc2cnn(C)c2)CC1,5.4%,29.3%,20.0,-2.0,2.2%,-3.9%,-5.1%
CN(C)/C=C/C(=O)c1cccc([N+](=O)[O-])c1,-5.2%,2.6%,-3.8,9.9,-29.2%,-2.2%,-25.2%
CCCCn1c(=O)[nH]c(=O)c2c1nc(-c1ccc(-c3ccccc3)cc1)n2C,-3.4%,-9.5%,-2.3,-1.5,-31.6%,-8.0%,0.5%
COc1ccc(S(=O)(=O)NCc2ccco2)cc1NC(=O)c1ccccc1,-6.2%,-15.7%,64.9*,47.0*,-12.5%,-6.7%,-3.8%
Cc1onc(-c2c(F)cccc2Cl)c1C(=O)OCn1nnc2ccccc2c1=O,3.6%,-9.5%,8.7,-2.2,-18.8%,7.5%,2.8%
CC1=Nc2cccc([N+](=O)[O-])c2NC(=O)C1,-8.8%,6.3%,3.7,-1.5,-8.2%,?,-7.6%
CSc1nc(-c2ccco2)cc(-c2ccccc2)c1C#N,0.3%,?,37.5,-1.5,-29.1%,46.8%[activator],3.1%
CCC(C)NC(=O)C1CCCN1S(=O)(=O)c1ccc(Cl)cc1 (stereo not drawn),0.4%,21.0%,-5.2,-0.5,-8.4%,-16.1%,2.3%
C=C(C)C1CC=C(C)/C(=N/NC(=O)c2ccccc2[N+](=O)[O-])C1 (stereo not drawn),-14.8%,0.1%,8.9,13.6,15.8µM*,?,4.8%
COc1ccc(C(CNC(=O)COc2ccccc2C)N2CCCC2)cc1 (stereo not drawn),-4.3%,?,-9.0,1.3,24.3%,-0.1%,2.3%
CCCNC(=O)CC1Sc2ccccc2NC1=O (stereo not drawn),0.5%,nt,-4.2,-2.6,-11.6%,22.3%,2.2%
CCS(=O)c1ccccc1C(=O)O (stereo not drawn),1.9%,-16.0%,-8.8,6.5,18.8%,10.3%,-4.2%
Cc1nc(C)c(C(=O)OCC(=O)NCCc2ccc(S(N)(=O)=O)cc2)s1,nt,3.9%,nt,nt,-20.0%,3.3%,1.2%
Cc1cc(C)c(NC(=O)COC(=O)c2c(C)noc2C)c(Cl)c1,nt,-15.1%,nt,nt,-13.9%,-13.2%,3.9%
CCN1CCN(CC(=O)c2c(C)n(Cc3ccccc3)c3ccc(OC)cc23)CC1,-1.2%,nt,-10.2,-2.7,89.0%[activator],?,-8.3%
COc1cccc(NC(=O)N2CCC(NC(=O)C(Cc3ccccc3F)NC(C)=O)CC2)c1 (stereo not drawn),-6.0%,7.7%,-6.3,-4.9,-7.9%,-3.4%,-2.9%
CCn1cc(CN2CCC(C(=O)Nc3cccc(-c4cccc(Cl)c4)c3)CC2)cn1,4.1%,26.2%,-25.7,-10.1,147.1%[activator],-76.4%,3.9%
COc1cccc(/C=N/Nc2ccc(S(=O)(=O)O)cc2)c1O,-28.1%,68.1%[activator],6.7,1.1,-6.3%,31.3%[activator],2.6%
CSCC[C@H](NC(=O)Nc1ccc(C)cc1C)C(=O)O,-12.4%,40.4%[activator],1.8,-0.8,-1.5%,13.0%,-11.6%
Cc1cc(NC(=O)C2CCCCC2)ncc1NC(=O)c1ccccn1,-15.2%,0.0%,42.7,23.2,-12.5%,-5.9%,-4.7%
